Screens from PubChem BioAssay.
TRPV1 agonist: HTS Assay for Compounds that Act as Agonists of the Vanilloid Receptor 1; TRPV1-expressing cells, Fluo-8 calcium influx, agonist mode; Transient receptor potential cation channel subfamily V member 1 (Homo sapiens), Q8NER1; activation, % at 8.33 µM; actives 0.19% (n = 320,000); AID 540275, 2011; in the data active = activation above about 80%; inconclusive = between about 30% and that limit; note: 0% is about no effect
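Cells expressing TRPV1 were dye-loaded with Fluo-8 and read kinetically: 10 s baseline, 3 min after compound (agonist portion), then 2 min after EC20 capsaicin (allosteric enhancer portion). Calcium-bound dye fluorescence at 480/520 nm.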
ASM inhibitor: Inhibitors of Secretory Acid Sphingomyelinase (S-ASM): qHTS; actives 0.006% (n = 340,000); Potency, µM (top dose mostly 57.5 µM), inactives show top-dose activity change, negative = inhibition, usual class: inhibitors; placental ASM, HMU-PC fluorogenic substrate, 60 min; AID 504937, 2011; Sphingomyelin phosphodiesterase (Homo sapiens), P17405; note: potency is the fitted concentration of half-maximal effect
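HMU-PC0 cleavage (9 uM final) by human placental ASM, 60 min at 37 °C following 10 min compound exposure at RT; stopped at pH 10, fluorescence Ex 386/Em 447 nm.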
CXXC DNA block: qHTS Fluorescence Polarization Assay for Inhibitors of MLL CXXC domain - DNA interaction | Histone-lysine N-methyltransferase 2A (Homo sapiens), Q03164 | MLL-CXXC / FITC-HOXA9 DNA fluorescence polarization | Potency, µM (highest dose often 115 µM), for the others: at the top dose activity change, negative = inhibition, usual class: inhibitors | actives 0.037% (n = 290,000); active = well fitted inhibition curve with a large enough effect in the polarisation, with a control signal flat, not every such curve was filed as active; inconclusive = small, poorly fitted or top-dose-only effect, or effect the other way, or a change in a side signal; inactive = no such curve, though single readings can be large or run the other way; the % refers to the polarisation; note: potency is the fitted concentration of half-maximal effect
Target sequence (Q03164 whole entry, looked up, the tested form may be a part): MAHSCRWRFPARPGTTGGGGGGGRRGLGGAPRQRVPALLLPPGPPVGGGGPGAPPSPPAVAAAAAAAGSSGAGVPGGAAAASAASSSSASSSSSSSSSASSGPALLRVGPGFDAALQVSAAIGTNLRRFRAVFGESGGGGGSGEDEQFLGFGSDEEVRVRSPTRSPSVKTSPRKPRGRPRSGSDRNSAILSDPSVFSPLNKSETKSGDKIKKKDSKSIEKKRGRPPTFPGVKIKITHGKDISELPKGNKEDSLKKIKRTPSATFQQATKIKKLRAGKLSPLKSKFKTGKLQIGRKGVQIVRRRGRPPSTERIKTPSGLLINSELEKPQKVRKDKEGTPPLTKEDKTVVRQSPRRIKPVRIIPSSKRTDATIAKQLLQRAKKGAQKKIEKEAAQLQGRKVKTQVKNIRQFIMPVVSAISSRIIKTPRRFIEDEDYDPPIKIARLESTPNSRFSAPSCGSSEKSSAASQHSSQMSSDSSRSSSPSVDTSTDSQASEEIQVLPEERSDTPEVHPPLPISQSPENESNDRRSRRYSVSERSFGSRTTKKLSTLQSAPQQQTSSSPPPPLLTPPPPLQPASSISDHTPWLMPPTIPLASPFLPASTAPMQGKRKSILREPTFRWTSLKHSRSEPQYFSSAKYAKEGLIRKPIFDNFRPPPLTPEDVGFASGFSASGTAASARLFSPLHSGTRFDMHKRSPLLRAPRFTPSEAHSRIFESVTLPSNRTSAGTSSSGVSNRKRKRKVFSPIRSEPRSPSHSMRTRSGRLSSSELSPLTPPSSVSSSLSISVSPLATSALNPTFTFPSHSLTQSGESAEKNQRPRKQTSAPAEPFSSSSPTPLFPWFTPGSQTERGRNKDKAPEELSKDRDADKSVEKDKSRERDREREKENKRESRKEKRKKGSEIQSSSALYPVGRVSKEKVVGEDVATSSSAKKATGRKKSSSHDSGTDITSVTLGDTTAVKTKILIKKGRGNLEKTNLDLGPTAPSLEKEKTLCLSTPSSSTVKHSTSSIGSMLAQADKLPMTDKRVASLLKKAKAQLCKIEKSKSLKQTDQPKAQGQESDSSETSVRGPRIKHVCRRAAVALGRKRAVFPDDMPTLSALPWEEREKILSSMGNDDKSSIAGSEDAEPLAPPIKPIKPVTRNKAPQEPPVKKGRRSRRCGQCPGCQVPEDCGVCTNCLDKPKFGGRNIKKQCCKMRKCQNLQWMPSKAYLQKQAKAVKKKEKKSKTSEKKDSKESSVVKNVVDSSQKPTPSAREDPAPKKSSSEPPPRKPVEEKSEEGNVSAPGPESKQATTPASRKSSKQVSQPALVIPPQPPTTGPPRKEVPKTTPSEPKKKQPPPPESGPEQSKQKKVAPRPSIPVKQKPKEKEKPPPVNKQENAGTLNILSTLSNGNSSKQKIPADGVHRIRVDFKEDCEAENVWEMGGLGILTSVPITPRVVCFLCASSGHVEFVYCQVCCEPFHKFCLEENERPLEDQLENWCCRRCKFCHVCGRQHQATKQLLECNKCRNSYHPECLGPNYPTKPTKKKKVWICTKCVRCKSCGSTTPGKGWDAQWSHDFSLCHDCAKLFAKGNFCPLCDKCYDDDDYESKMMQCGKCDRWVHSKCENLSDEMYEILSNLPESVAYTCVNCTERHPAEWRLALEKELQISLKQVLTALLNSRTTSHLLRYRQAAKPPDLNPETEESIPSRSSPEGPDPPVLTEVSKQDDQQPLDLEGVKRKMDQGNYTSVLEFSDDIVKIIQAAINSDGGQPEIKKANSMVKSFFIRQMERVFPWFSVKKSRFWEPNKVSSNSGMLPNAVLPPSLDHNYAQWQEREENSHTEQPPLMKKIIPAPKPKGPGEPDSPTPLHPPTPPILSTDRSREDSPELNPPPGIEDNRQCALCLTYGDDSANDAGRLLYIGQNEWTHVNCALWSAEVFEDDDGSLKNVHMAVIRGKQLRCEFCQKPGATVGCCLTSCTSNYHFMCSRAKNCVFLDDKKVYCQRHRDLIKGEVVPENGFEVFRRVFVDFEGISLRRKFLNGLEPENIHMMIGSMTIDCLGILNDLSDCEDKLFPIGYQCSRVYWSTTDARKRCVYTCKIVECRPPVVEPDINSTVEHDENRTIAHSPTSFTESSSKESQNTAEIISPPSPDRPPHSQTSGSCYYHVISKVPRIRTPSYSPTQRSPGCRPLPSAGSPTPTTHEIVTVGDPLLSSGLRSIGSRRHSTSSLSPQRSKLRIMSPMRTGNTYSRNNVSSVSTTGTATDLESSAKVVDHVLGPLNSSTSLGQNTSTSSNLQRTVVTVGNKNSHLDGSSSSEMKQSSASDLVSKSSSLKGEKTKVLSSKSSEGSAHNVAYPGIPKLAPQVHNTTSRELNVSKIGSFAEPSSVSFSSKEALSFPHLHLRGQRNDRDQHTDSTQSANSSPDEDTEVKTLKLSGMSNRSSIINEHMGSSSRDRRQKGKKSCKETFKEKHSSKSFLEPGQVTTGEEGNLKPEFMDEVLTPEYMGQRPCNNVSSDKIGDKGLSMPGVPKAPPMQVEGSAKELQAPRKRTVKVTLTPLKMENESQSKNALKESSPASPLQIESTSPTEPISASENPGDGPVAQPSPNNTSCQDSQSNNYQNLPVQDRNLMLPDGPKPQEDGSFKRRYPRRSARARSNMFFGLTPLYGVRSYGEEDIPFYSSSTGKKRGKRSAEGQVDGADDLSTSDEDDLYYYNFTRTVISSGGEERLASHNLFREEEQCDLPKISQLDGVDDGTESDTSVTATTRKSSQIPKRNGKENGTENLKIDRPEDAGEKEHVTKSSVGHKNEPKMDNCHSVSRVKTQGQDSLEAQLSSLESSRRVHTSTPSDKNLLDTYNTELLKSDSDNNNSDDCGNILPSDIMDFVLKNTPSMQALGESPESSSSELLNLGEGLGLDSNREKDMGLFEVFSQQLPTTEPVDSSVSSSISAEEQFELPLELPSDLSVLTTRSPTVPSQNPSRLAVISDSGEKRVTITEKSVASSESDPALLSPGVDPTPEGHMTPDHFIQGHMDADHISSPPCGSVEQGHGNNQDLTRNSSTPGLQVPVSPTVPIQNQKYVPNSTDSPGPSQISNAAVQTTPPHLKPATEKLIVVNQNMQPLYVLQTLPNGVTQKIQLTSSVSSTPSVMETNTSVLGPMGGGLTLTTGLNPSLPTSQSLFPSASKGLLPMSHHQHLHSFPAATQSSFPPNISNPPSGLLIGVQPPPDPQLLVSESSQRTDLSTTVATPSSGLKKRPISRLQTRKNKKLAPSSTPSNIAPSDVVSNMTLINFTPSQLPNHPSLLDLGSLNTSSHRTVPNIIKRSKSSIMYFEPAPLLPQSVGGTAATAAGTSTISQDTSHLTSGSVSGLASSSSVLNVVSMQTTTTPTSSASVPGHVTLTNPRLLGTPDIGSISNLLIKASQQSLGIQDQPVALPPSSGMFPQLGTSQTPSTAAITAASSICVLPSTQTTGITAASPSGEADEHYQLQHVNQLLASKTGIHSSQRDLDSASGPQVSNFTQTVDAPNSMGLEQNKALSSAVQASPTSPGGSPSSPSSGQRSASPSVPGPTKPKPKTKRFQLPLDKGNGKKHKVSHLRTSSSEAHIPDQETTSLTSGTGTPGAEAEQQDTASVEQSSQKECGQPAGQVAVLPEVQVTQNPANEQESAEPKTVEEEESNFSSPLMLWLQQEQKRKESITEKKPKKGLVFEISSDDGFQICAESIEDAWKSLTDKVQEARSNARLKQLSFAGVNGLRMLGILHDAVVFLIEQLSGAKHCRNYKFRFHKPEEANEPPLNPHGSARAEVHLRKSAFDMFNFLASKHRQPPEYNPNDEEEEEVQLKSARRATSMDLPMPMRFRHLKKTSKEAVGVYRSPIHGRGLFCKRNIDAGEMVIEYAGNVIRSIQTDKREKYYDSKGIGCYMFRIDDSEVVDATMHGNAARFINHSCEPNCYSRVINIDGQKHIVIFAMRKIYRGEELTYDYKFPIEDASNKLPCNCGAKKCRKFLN
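Purified MLL-CXXC (added from a 7 uM solution) was preincubated 5 min at ambient with pinned compounds in 50 mM Tris-HCl pH 7.5, 50 mM NaCl, 1 mM DTT, 0.05% BSA. Fluorescein-labeled HOX-A9 DNA (50 nM solution) followed, 30 min, then polarization read.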
Coupling enz: qHTS Assay for Inhibitors of Fructose-1,6-bisphosphate Aldolase from Giardia Lamblia: Coupling assay counterscreen. coupling enzyme system counterscreen, AmpLite Red fluorescence. activity change, negative = inhibition, % at 58.2 µM, hits read low. actives 0.67% (n = 290,000). AID 2472, 2010; in the data active = activity change below about -30%; note: % is set by controls: 0 for no effect and ±100 for the full control effect
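First, compound is pin-transferred into glyceraldehyde-3-phosphate coupling-enzyme reagent at 57.5 uM final and held 10 min at RT. Next, substrate, coupling system and AmpLite Red are added. After 20 min RT, fluorescence (525/598 nm) is read.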
KCNH2 3.1 block: qHTS for Inhibitors of KCHN2 3.1: Mutant qHTS; U2OS KCNH2 3.1, thallium flux FluxOr; active compounds read low; activity change, % (tested at about 1.8 µM); actives 0.95% (n = 340,000);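 active = maximum activity change below -70%; inconclusive = maximum activity change from -70% to -50%; inactive = maximum activity change above -50%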;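 note: thallium influx rate constant from kinetic fluorescence after stimulation buffer; % is set by controls: 0 for no effect and ±100 for the full control effect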
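U2OS cells transduced with KCNH2 3.1 mutant virus (1.77 x 10^8 /mL, 4 h), plated overnight at 37 C, loaded 45 min with FluxOr dye plus Red40 quencher. Thallium flux rate constant from kinetic reads after stimulation buffer, normalised to controls.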
MBNL1-CUG inh: qHTS Assay for Inhibitors of MBNL1-poly(CUG) RNA binding; Muscleblind-like protein 1 (Homo sapiens), Q9NR56; TR-FRET MBNL1-His/biotin-(CUG)12 binding, 665/545 ratio; Potency, µM (series often up to 57.5 µM), for inactives: at the highest dose activity change, negative = inhibition, hits mostly inhibitors; actives 0.036% (n = 280,000); AID 2675, 2010; active = well fitted inhibition curve with a large enough effect in the signal ratio, with a control signal flat, not every such curve was filed as active; inconclusive = small, poorly fitted or top-dose-only effect, or effect the other way, or a change in a side signal; inactive = no such curve, though single readings can be large or run the other way; the % refers to the signal ratio; note: potency is the fitted concentration of half-maximal effect; % is set by controls: 0 for no effect and ±100 for the full control effect
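TR-FRET between His-tagged MBNL1 and biotin-(CUG)12 RNA, detected with Tb anti-His antibody (0.055 ng/ul) and streptavidin-XL665 (5 nM), 60 min at room temperature. Compounds titrated 92 nM to 58 uM; 665/545 nm ratio normalized to buffer and complex controls.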
a7 integrin act: qHTS for Activators of Integrin-Mediated Alleviation for Muscular Dystrophy; Potency, µM (titrated, usually from 38.3 µM), inactives show top-dose activation, usual class: activators; actives 0.064% (n = 350,000); alpha7betagal myoblasts, beta-gal FDG fluorescence, 48 h;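 note: potency is the fitted concentration of half-maximal effect; 100% = response of the positive control SU9516; nearly all actives have a fitted effect of over 60% in size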
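Alpha7betagal+/- myoblasts (passage 13) were plated 16-24 hr, then exposed to compounds (1:260 dilution of DMSO stock) for 48 hours at 37C. After MPER lysis, β-galactosidase reporter activity was read as FDG fluorescence (ex 480/em 540) after 30 minutes.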
KCNH2 WT inh: qHTS for Inhibitors of KCHN2 3.1: Wildtype qHTS. Voltage-gated inwardly rectifying potassium channel KCNH2 (Homo sapiens), Q12809. AID 720551, 2013. activity change, % at 1.84 µM. U2OS, BacMam KCNH2, thallium flux FluxOr; active compounds read low. actives 0.37% (n = 340,000);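 active = maximum activity change below -70%; inconclusive = maximum activity change between -70% and -50%; inactive = maximum activity change above -50%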; note: % is set by controls: 0 for no effect and ±100 for the full control effect
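U2OS cells were transduced with wild-type KCNH2 virus (2.03 x 10^8 / mL) for 4 h at room temperature, then cultured overnight at 37 C. Thallium flux was read with FluxOr dye. Rate constants were normalized to DMSO controls.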
GALK inh: qHTS Assay for Inhibitors of Human Galactokinase (GALK); P51570; Purified GALK, Kinase-Glo residual ATP luminescence; Potency, µM (highest dose often 57.5 µM), inactives show top-dose activity change, negative = inhibition, hits mostly inhibitors; actives 0.007% (n = 270,000); AID 1868, 2009; note: potency is the fitted concentration of half-maximal effect; % is set by controls: 0 for no effect and ±100 for the full control effect
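5 nM enzyme, 35 uM ATP, 100 uM galactose, 20 mM HEPES pH8.0, 5 mM MgCl2; 1 h RT; residual ATP by Kinase-Glo Plus luminescence, qHTS format.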
AT treatment: qHTS Assay for Identifying a Potential Treatment of Ataxia-Telangiectasia | Potency, µM (highest dose often 57.5 µM), without a hit: top-dose activation, actives largely listed as activators | actives 0.19% (n = 320,000) | […] A-T fibroblasts, KAP-1 phosphorylation AlphaLISA; neocarzinostatin DNA damage 30 min before lysis; note: potency is the fitted concentration of half-maximal effect; % of control where 0% means no effect; nearly all actives have a fitted effect of over 45% in size
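ATM-like activity read as KAP-1 phosphorylation via AlphaLISA donor/acceptor antibody pairs after lysis and 6 hr at 25C. Cells were ATM-null patient fibroblasts ([…], hTERT), dosed 60 min, then exposed to the DSB inducer NCS for 30 min.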
The depositor's hits bear a star; i = inactive; ? = inconclusive; nt = no result given; [ ] = dose if it differs, or a comment. Unless noted, calls come from the whole dose curve; as a rule, active = well fitted curve in the direction sought with a large enough effect; inconclusive = small, poorly fitted or top-dose-only effect, or another doubt; inactive = no such curve, though single readings can be large; an effect the other way counts as inactive or inconclusive.

SMILES	TRPV1 agonist	ASM inhibitor	CXXC DNA block	Coupling enz	KCNH2 3.1 block	MBNL1-CUG inh	a7 integrin act	KCNH2 WT inh	GALK inh	AT treatment
NC(=O)c1ccc(NC(=O)COC(=O)CCC(=O)c2ccc(Cl)cc2)cc1	0	-1%	1%	2	-15	nt	23%	nt	9%	-2%
CC(C)NC(=O)C1(O)c2ccccc2NC(=O)N1c1ccc(Cl)c(Cl)c1 (configuration not stated)	4	5%	-8%	1	4	-5%	-9%	0	-1%	13%
CC(=O)c1ccc(NC(=O)C2(c3ccccc3)CC2(Cl)Cl)cc1 (configuration not stated)	3	-11%	-7%	1	0	nt	6%	-10	0%	2%
COc1ccc(-c2nc3nc(N)nn3cc2C)cc1F	-2	0%	-4%	4	-2	6%	6%	8	-4%	0%
CCN(CC)C(=O)c1c([N+](=O)[O-])c(C(C)(C)C)nn1C	2	-1%	5%	1	6	1%	11%	-1	1%	-9%
O=S(=O)(c1ccccc1)N1CCn2c(nc3ccccc32)C1	11	-2%	13%	0	-1	-10%	11%	-6	2%	8%
CCOc1ccc(N2C(=O)c3cccnc3C2=O)cc1	1	-1%	-5%	0	7	?	12%	35	-1%	-3%
O=C(O)CCC(=O)N1CCN(S(=O)(=O)c2ccc3ccccc3c2)CC1	-4	-1%	-4%	8	5	0%	-50%[inhibitor]	0	0%	-5%
CCc1cccc(NS(=O)(=O)c2c(C)nc3scc(C)n3c2=O)c1	-1	-4%	0%	-1	8	5%	25%	-5	-1%	11%
COc1cccc(CN(C)C(=O)c2ccc(OCC(=O)N3CCOCC3)c(OC)c2)c1	0	3%	nt	nt	-24	nt	-3%	-1	nt	5%
COc1ccc(C(C)(C)C)cc1NC(=O)C1CC=CCC1C(=O)O (configuration not stated)	1	1%	7%	8	-1	4%	25%	3	9%	-1%
Cc1cc(SCC(=O)OCC(=O)NCC2CCCO2)c(C)cc1Br (configuration not stated)	?	0%	4%	3	-3	-4%	-4%	-5	11%	-4%
O=C(COC(=O)C1CCN(S(=O)(=O)c2cccs2)CC1)c1ccc2c(c1)OCCO2	1	-1%	4%	-1	-8	-3%	-9%	18	-1%	0%
O=C(NCCCN1CCCC1=O)c1ccc(S(=O)(=O)Nc2ccccc2F)cc1	1	6%	nt	nt	12	nt	-2%	1	nt	-3%
CCOC(=O)N1CCN(CCC(=O)Nc2cc([N+](=O)[O-])ccc2OC)CC1	-1	-6%	17%	2	-25	nt	1%	26	3%	2%

Complete entries from above.
O=C(NCCCN1CCCC1=O)c1ccc(S(=O)(=O)Nc2ccccc2F)cc1 in the list: TRPV1 agonist: 1; ASM inhibitor: 6%; CXXC DNA block: nt; Coupling enz: nt; KCNH2 3.1 block: 12; MBNL1-CUG inh: nt; a7 integrin act: -2%; KCNH2 WT inh: 1; GALK inh: nt; AT treatment: -3%
CC(C)NC(=O)C1(O)c2ccccc2NC(=O)N1c1ccc(Cl)c(Cl)c1 (configuration not stated) in the list: TRPV1 agonist: 4; ASM inhibitor: 5%; CXXC DNA block: -8%; Coupling enz: 1; KCNH2 3.1 block: 4; MBNL1-CUG inh: -5%; a7 integrin act: -9%; KCNH2 WT inh: 0; GALK inh: -1%; AT treatment: 13%

Next section.
SMILES	TRPV1 agonist	ASM inhibitor	CXXC DNA block	Coupling enz	KCNH2 3.1 block	MBNL1-CUG inh	a7 integrin act	KCNH2 WT inh	GALK inh	AT treatment
CCOC(=O)c1c(C)[nH]c(C)c1C(=O)COC(=O)c1cc2ccccc2cc1O	0	-22%	-6%	-17	-18	34%[activator]	-12%	-15	0%	-1%
CCCC(C)NC(=O)c1ccc(OCc2ccc(Cl)cc2)c(OC)c1 (configuration not stated)	-1	-1%	11%	3	5	7%	16%	1	3%	0%
Cn1c2ccccc2c2ncn(Cc3ccc(F)cc3)c(=O)c21	80*	-4%	2%	1	4	nt	?	-1	0%	22%
COc1cc2nc3occc3c(OC)c2cc1OC	-5	4%	8%	-1	9	14%	-1%	7	nt	-5%
Cc1nc(-c2ccc(F)cc2)c(CC(=O)N2CCN(S(=O)(=O)c3cccc(Cl)c3)CC2)s1	6	-2%	nt	nt	-14	nt	-24%	3	nt	9%
O=C1c2ccccc2C(=O)N1CCCCSc1nnnn1-c1ccccc1	0	-3%	15%	-2	-6	-3%	-14%	-7	3%	1%
COC(=O)c1cc(Br)c(=O)n(CCN2CCCCC2)c1	-2	1%	-4%	0	0	1%	-2%	1	1%	3%
O=C(COC(=O)Cn1cnc2ccccc2c1=O)NCC12CC3CC(CC(C3)C1)C2	22	-7%	6%	3	11	1%	4%	8	-1%	-11%
Nc1nonc1-n1nnc(C(=O)N/N=C/c2ccc(Br)cc2)c1-c1ccc2c(c1)OCO2	-9	-2%	3%	nt	?	-1%	?	-3	-5%	nt
COc1ccc(/C=N/NC(=O)c2ccco2)cc1OCc1ccccc1	?	-1%	3%	0	6	?	-36%	0	2%	5%
Cn1cc(C(=O)N2CCN(c3cccc(Cl)c3)CC2)c(=O)c2cc(S(=O)(=O)N3CCOCC3)ccc21	2	-1%	2%	2	16	-3%	-23%	-4	8%	2%
CC12CN3CCN(CC(C3)/C1=N\NC(=O)c1ccccc1N)C2	nt	35%[activator]	1%	7	-5	nt	7%	-1	8%	4%
Cc1cc(N)n(-c2ccc(S(N)(=O)=O)cc2[N+](=O)[O-])n1	1	-1%	-3%	-2	0	?	6%	-6	-2%	-3%
CN(CCc1ccccn1)C(=O)CCC1CCCN(C(=O)c2ccccn2)C1 (configuration not stated)	0	1%	-13%	1	4	-1%	-16%	-21	-1%	3%
CCN(c1ccccc1)S(=O)(=O)c1ccc2[nH]cc(C(=O)N3CCOCC3)c(=O)c2c1	-2	20%	2%	-1	7	-2%	22%	2	-1%	-4%

Printed as active in TRPV1 agonist, of those listed so far:
| SMILES | TRPV1 agonist | ASM inhibitor | CXXC DNA block | a7 integrin act | GALK inh |
| --- | --- | --- | --- | --- | --- |
| Cn1c2ccccc2c2ncn(Cc3ccc(F)cc3)c(=O)c21 | 80* | -4% | 2% | ? | 0% |

Additional records:
SMILES	TRPV1 agonist	ASM inhibitor	CXXC DNA block	Coupling enz	KCNH2 3.1 block	MBNL1-CUG inh	a7 integrin act	KCNH2 WT inh	GALK inh	AT treatment
O=C(c1cccc(Oc2ccccc2)c1)N1CCN(c2ccccn2)CC1	?	-2%	-3%	3	-13	4%	38%	i	0%	-6%
COc1ccc2[nH]c(=O)c(CN(C)C(=O)C3CCCCC3)cc2c1	14	28%	1%	-11	-1	4%	-18%	-2	1%	-8%
N#CCSc1nnc(-c2cnccn2)n1Cc1ccccc1	0	6%	-12%	0	0	?	10%	-7	1%	nt
O=C(CN1C(=O)C2CC=CCC2C1=O)OCC(=O)c1ccc(Cl)c([N+](=O)[O-])c1 (configuration not stated)	2	-2%	-8%	nt	8	?	-38%	-29	-1%	-4%
CC(=O)Oc1ccc(C(=O)Nc2cccnc2)cc1	19	3%	75%[activator]	1	1	-6%	21%	8	6%	6%
Cc1nc2ccccc2c(=O)n1/N=C/c1ccccn1	1	0%	1%	-1	3	2%	-10%	-6	5%	1%
O=C(c1ccc2oc(CCCc3ccccc3)nc2c1)N1CCCC1	-2	nt	-20%	nt	18	5%	-13%	-4	-6%	12%
Cc1cccc(NC(=S)N(CCN(C)C)Cc2cccs2)c1	-1	0%	2%	1	-1	-6%	13%	-2	-1%	3%
CCCN1C2CCCC1CC(NC(=O)c1ccccc1)C2 (configuration not stated)	1	7%	4%	-2	1	1%	19%	3	-4%	11%
O=C(/C=C/c1ccc(OC(F)F)cc1)OCC(=O)N1CCc2ccccc21	-1	0%	nt	nt	-20	nt	-6%	-11	nt	2%
O=C(Nc1ccc(Cl)cn1)Nc1ccccc1F	-5	0%	3%	0	4	11%	5%	3	-4%	5%
Cc1cc(C)nc(NS(=O)(=O)c2ccc(NC(=O)c3ccccc3C)cc2)n1	-4	9%	-7%	4	10	-11%	-18%	10	6%	-1%
